FBW7 act – FBW7 E3 ligase activators, primary screen, biochemical, AlphaScreen, human; actives 0.13% (n = 650,000); AlphaScreen FBW7–phospho-cyclin E peptide binding, activator screen; AID 1259310, 2017; normalized activity (activation), % at 26.1 µM; in the data active = normalized activity above about 1.9%;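 also: purified mutant Fbw7 with reduced substrate affinity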
Target sequence (Q969H0 whole entry, looked up): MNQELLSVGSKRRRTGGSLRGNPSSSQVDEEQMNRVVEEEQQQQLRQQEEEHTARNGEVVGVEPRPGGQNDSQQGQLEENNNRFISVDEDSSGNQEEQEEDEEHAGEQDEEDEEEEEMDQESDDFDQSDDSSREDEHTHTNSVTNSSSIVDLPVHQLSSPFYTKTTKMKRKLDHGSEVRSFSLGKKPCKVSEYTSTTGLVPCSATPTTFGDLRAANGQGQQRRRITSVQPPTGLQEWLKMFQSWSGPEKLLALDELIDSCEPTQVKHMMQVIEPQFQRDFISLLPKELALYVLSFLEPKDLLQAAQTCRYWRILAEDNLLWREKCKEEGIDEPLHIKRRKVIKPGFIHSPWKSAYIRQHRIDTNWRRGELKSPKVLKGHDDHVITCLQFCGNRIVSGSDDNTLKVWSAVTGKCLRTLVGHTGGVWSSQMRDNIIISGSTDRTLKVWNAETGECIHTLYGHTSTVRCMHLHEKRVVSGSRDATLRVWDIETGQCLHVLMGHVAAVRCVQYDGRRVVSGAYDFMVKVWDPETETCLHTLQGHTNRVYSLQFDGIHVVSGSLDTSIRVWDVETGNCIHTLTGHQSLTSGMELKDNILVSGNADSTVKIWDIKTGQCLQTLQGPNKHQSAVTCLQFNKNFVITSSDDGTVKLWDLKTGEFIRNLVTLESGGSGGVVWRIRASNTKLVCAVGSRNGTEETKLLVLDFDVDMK
MITF inh – MITF inhibitors, primary screen, biochemical, AlphaScreen, human; actives 0.91% (n = 650,000); AlphaScreen MITF homodimerization, bead proximity signal; inhibition, % at 2.6 µM; Microphthalmia-associated transcription factor (Homo sapiens), O75030; in the data active = inhibition above about 50%;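 also: 0% = vehicle wells with protein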
GPR151 activ – activators of human GPR151, primary screen, cell-based, PathHunter beta-arrestin, luminescence; PathHunter beta-arrestin GPR151 cells; activation, % at 11.2 µM; actives 1% (n = 650,000); AID 1508602, 2020; in the data active = activation above about 4.9%;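 also: 0% = median of compound wells and 100% = cells with positive control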
TEAD-YAP inh – TEAD-YAP interaction inhibition, primary screen, TEAD-YAP interaction inhibitor project, luminescence, HEK-TIYL cells; TEAD-Gal4/YAP UAS-luciferase luminescence; inhibition, % at 9.12 µM; actives 1.4% (n = 640,000); AID 1259422, 2018; in the data active = inhibition above about 32%;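 also: 0% = median of test compound wells and 100% = reference inhibitor wells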
Numbers without * were called inactive; & = joins results of further samples; ! = repeats disagree. No enrichment for hits; any-hit rate near 3.4%.

SMILES | FBW7 act | MITF inh | GPR151 activ | TEAD-YAP inh
O=C1CC(c2cccs2)CC2=C1C(c1cc(F)ccc1F)Nc1ccccc1N2 (configuration not stated) | 0.0 | -6 | 1.6 | 1
O=C1C(Nc2ccccc2)CCN1c1ccccc1 (configuration not stated) | 0.2 | 7 | 1.7 | -57
N#Cc1nc(-c2ccc(F)cc2)oc1NCc1ccco1 | -0.2 | 2 | 0.5 | -35
COC(=O)CS(=O)(=O)c1ccc(S(C)(=O)=O)cc1[N+](=O)[O-] | -0.2 | -11 | -0.4 | -6
O=C1Nc2cc(C(=O)O)ccc2S/C1=C/c1ccccc1 | -0.1 | -3 | -0.7 | -7
O=C(Nc1cccc(Cl)c1)c1nn2c(C(F)(F)F)cc(-c3ccccc3)nc2c1Cl | -0.1 | -1 | 0.2 | -12
CN1C(=O)CC(Nc2ccc(N(C)C)cc2)C1=O (configuration not stated) | -0.2 | 29 | 7.3* | 9
Cc1ccc(C(O)CNC(=O)C2CC(=O)N(c3ccc(F)cc3)C2)o1 (configuration not stated) | -0.1 | 9 | -0.3 | 10
CC(C)c1nnc(NC(=O)C(Cc2ccccc2)N2C(=O)C3C4C=CC(C4)C3C2=O)s1 (configuration not stated) | -0.1 | 9 | 0.0 | -9
CC(Sc1nnc(N)s1)C(=O)Nc1nc2c(s1)CCCC2 (configuration not stated) | -0.1 | -5 | -0.2 | -63
O=C1COc2ccc(C(=O)COC(=O)CNC(=O)c3cc(Cl)cc([N+](=O)[O-])c3)cc2N1 | 0.0 | -7 | 0.0 | -3
CCOc1ccc2nc(N3CCC(C(=O)Nc4ccc(C(C)=O)cc4)CC3)sc2c1 | 0.0 | -1 | -1.2 | 17
CC(=O)c1cc2c(N)c(C(=O)NC(C)CCc3ccccc3)sc2nc1C (configuration not stated) | 0.2 | -5 | -0.4 | -5
O=C(CS(=O)c1ccc(C(F)(F)F)cc1[N+](=O)[O-])Oc1ccccc1 (configuration not stated) | -0.2 | -13 | -2.5 | -54
CCn1c(-c2ccccc2)csc1=Nc1ccc2[nH]c(=O)[nH]c2c1 | -0.1 | 11 | -0.6 | -14
O=C(N/N=C/c1ccc(Br)c([N+](=O)[O-])c1)c1cccs1 | -0.1 | -17 | -1.4 | -40
O=C(O)C1CCCCC1C(=O)N1CCN(c2ccc(Cl)cc2)CC1 (configuration not stated) | -0.1 | 1 | 0.4 | -7
Cc1cc(Cl)ccc1OCC(=O)NCC(=O)N/N=C/c1ccccc1[N+](=O)[O-] | 0.0 | 6 | 2.7 | -2
c1ccc(-c2csc3ncnc(N4CCN(c5ccccn5)CC4)c23)cc1 | -0.1 | -7 | -0.3 | -14
COc1ccc(NC(=O)C2CCCC2)cc1 | 0.0 | 0 | -1.4 | -15
O=C(CCC(=O)N1CCC2(CCC(CNC(=O)c3ccccn3)O2)CC1)c1ccccc1 (configuration not stated) | 0.1 | -1 | -0.1 | -1
O=C(N/N=C/c1cc2c(cc1[N+](=O)[O-])OCO2)c1[nH]ncc1Br | 0.0 | -7 | -0.2 | -36
Cc1ccc2nc(C(F)(F)F)c(C(=O)NCc3ccco3)n2c1 | 0.3 | 23 | -1.0 | 0
COc1ccc(N2C(=O)NC(=O)/C(=C/c3cc4c(cc3OC)OCO4)C2=O)cc1 | -0.1 | 19 | 0.9 | 5
O=C1C(Cc2c[nH]c3ccccc23)NC(=S)N1c1ccccc1Cl (configuration not stated) | -0.1 | 2 | -0.3 | -12
NC(=O)C1CCN(C(=O)CN2CCc3ccccc32)CC1 | 0.1 | -12 | 1.4 | -1
CCn1c2cc(C)oc2c2cnn(CC(=O)O)c(=O)c21 | 0.0 | -3 | 0.0 | -2
CCC1=NN2C(=N)/C(=C/c3cc(Cl)c(OCCOc4ccc(C)cc4C)c(OC)c3)C(=O)N=C2S1 | -0.1 | -6 | 1.3 | -5
Cc1ccc(-c2nc3cccnc3s2)cc1NC(=O)CC(C)C | 0.2 | 16 | 0.5 | -56
O=C(CCc1nnc(Cc2ccc(-c3ccccc3)cc2)o1)N1CCCCO1 | 0.5 | 4 | 1.7 | 2
O=C1c2c(O)cccc2Cc2cccc(O)c21 | -0.1&0.1 | 86*! | -0.6&1.8 | 0
CCOc1ccc2c(-c3ccccc3)cc(=O)oc2c1 | 0.0 | -2 | -0.2 | -61
CCOc1cccc2c1OC1(CCC(C)CC1)N1N=C(c3ccc(C)o3)CC21 (configuration not stated) | 0.5 | 5 | -0.7 | -25
Cc1ccccc1C(=O)NNC(=O)c1cccc(Cl)c1 | -0.1 | -13 | 0.1 | -13
CCSc1nnc2c(n1)OC(c1cccc(C)n1)Nc1ccccc1-2 (configuration not stated) | 0.0 | 4 | -0.4 | 2
CCOC(=O)C1CCN(C(C(=O)Nc2ccc3c(c2)OCCO3)c2ccccc2)CC1 (configuration not stated) | 0.4 | 0 | 0.2 | -9
Cc1cc(OCC(=O)O/N=C(\N)c2ccncc2)c(C)cc1Br | -0.2 | 12 | 0.8 | -26
Cc1sc2ncn(CC(=O)NCCCC(=O)N3CCN(c4cccc(Cl)c4)CC3)c(=O)c2c1C | -0.1 | 3 | -1.1 | 1
O=C(NN1C(=O)c2ccc(Oc3ccc([N+](=O)[O-])cc3)cc2C1=O)c1ccco1 | 0.4 | 58* | -1.2 | -73
CCCCc1ccc(NS(=O)(=O)c2cc3c4c(cccc4c2)C(=O)NC3=O)cc1 | -0.1 | 0 | -0.7 | -2

Reformatted with two lines to a compound: part of the list above.
Below each SMILES: FBW7 act	MITF inh	GPR151 activ	TEAD-YAP inh
O=C(CCC(=O)N1CCC2(CCC(CNC(=O)c3ccccn3)O2)CC1)c1ccccc1 (configuration not stated)
 : 0.1	-1	-0.1	-1
O=C(N/N=C/c1cc2c(cc1[N+](=O)[O-])OCO2)c1[nH]ncc1Br
 : 0.0	-7	-0.2	-36
Cc1ccc2nc(C(F)(F)F)c(C(=O)NCc3ccco3)n2c1
 : 0.3	23	-1.0	0
COc1ccc(N2C(=O)NC(=O)/C(=C/c3cc4c(cc3OC)OCO4)C2=O)cc1
 : -0.1	19	0.9	5
O=C1C(Cc2c[nH]c3ccccc23)NC(=S)N1c1ccccc1Cl (configuration not stated)
 : -0.1	2	-0.3	-12
NC(=O)C1CCN(C(=O)CN2CCc3ccccc32)CC1
 : 0.1	-12	1.4	-1
CCn1c2cc(C)oc2c2cnn(CC(=O)O)c(=O)c21
 : 0.0	-3	0.0	-2
CCC1=NN2C(=N)/C(=C/c3cc(Cl)c(OCCOc4ccc(C)cc4C)c(OC)c3)C(=O)N=C2S1
 : -0.1	-6	1.3	-5
Cc1ccc(-c2nc3cccnc3s2)cc1NC(=O)CC(C)C
 : 0.2	16	0.5	-56
O=C(CCc1nnc(Cc2ccc(-c3ccccc3)cc2)o1)N1CCCCO1
 : 0.5	4	1.7	2
O=C1c2c(O)cccc2Cc2cccc(O)c21
 : -0.1&0.1	86*!	-0.6&1.8	0
CCOc1ccc2c(-c3ccccc3)cc(=O)oc2c1
 : 0.0	-2	-0.2	-61
CCOc1cccc2c1OC1(CCC(C)CC1)N1N=C(c3ccc(C)o3)CC21 (configuration not stated)
 : 0.5	5	-0.7	-25
Cc1ccccc1C(=O)NNC(=O)c1cccc(Cl)c1
 : -0.1	-13	0.1	-13
CCSc1nnc2c(n1)OC(c1cccc(C)n1)Nc1ccccc1-2 (configuration not stated)
 : 0.0	4	-0.4	2
CCOC(=O)C1CCN(C(C(=O)Nc2ccc3c(c2)OCCO3)c2ccccc2)CC1 (configuration not stated)
 : 0.4	0	0.2	-9

Next compounds follow:
SMILES | FBW7 act | MITF inh | GPR151 activ | TEAD-YAP inh
COc1ccccc1/C=C/CN1CCN(c2ccc([N+](=O)[O-])cc2)CC1 | -0.1 | 43 | -1.1 | 1
COC(=O)c1ccc2c(=O)n(Cc3ccc4c(c3)OCO4)c(SCC(=O)c3ccccc3)nc2c1 | 0.0 | -2 | -1.6 | -2
CC(C)CC(=O)NC(=S)Nc1cc(Cl)ccc1O | 0.2 | 1 | 0.5 | 2
CC1(C)CC(=O)c2c(oc3c2cc(NS(=O)(=O)c2cc(Cl)ccc2Cl)c2ccccc23)C1 | -0.1 | -11 | 0.9 | 11
CS(=O)(=O)Nc1cccc(C2=NN(C(=O)c3ccccc3)C(c3ccccc3O)C2)c1 (configuration not stated) | -0.4 | -2 | 2.3 | -10
COC(=O)c1ccc(CSc2nnc(-c3ccco3)o2)cc1 | 0.4 | -10 | 1.4 | -1
Cc1occc1C(=O)Nc1sc(C)c(-c2ccccc2)c1C(N)=O | 0.2 | 14 | -0.2 | -18
c1ccc2nc(-c3nc4ccccc4s3)ccc2c1 | 0.0 | -16 | -3.6 | 50*
Cc1c(Cl)cccc1NC(=O)c1nn2c(C(F)(F)F)cc(-c3cccs3)nc2c1Cl | 1.1 | 13 | -1.7 | 1
COc1cccc(NC(=O)C2CCN(c3c(N4CCCC4)c(=O)c3=O)CC2)c1 | -0.3 | -5 | 3.1 | 6
COc1ccc(N2CCN(C(CNC(=O)C(=O)NCCCO)c3ccco3)CC2)cc1 (configuration not stated) | 0.1 | -6 | -0.3 | 1
CCCS(=O)(=O)c1c(S(=O)(=O)CCC)c2ccc(C(C)=O)cn2c1C(=O)c1ccc(OC)cc1 | 0.1 | -1 | 6.1* | -3
Cc1cccc(C(=O)Nc2c3c(nn2C(C)(C)C)CSC3)c1 | -0.1 | -8 | 0.6 | 2
CC1=C(C(N)=O)C(c2ccccc2F)n2nc(-c3ccc(Cl)cc3)nc2N1 (configuration not stated) | 0.1 | -6 | -0.7 | -10
Nc1nnc(C23CC4CC(CC(C4)C2)C3)s1 | -0.1 | -1 | 0.3 | -7
COc1ccc(O)c(C(=O)c2cnn(-c3nnc(C)c(=O)[nH]3)c2)c1 | 0.5 | 21 | -1.8 | -4
CCOC(=O)C1CCN(c2ncnc3c2c(-c2ccccc2)cn3-c2cccc(Cl)c2)CC1 | 0.3 | 13 | -0.4 | 15
O=C(Nc1ccc2oc(-c3ccccc3)nc2c1)c1ccc(-c2cccc([N+](=O)[O-])c2)o1 | 0.4 | 14 | -1.2 | -2
NS(=O)(=O)c1ccc(CCNC(=O)CSc2cccc[n+]2[O-])cc1 | -0.1 | -4 | 0.4 | -5
CCOc1cn(-c2ccc(F)cc2)nc1C(=O)Nc1ccc(OC)c(OC)c1 | 0.1 | 12 | -1.1 | 7
Cc1ccc(NCCC(=O)c2cccc([N+](=O)[O-])c2)cc1 | 0.0 | 0 | 1.5 | -3
Cc1ccc2oc(=O)cc(CN(C)CCO)c2c1 | 0.4 | 14 | -2.5 | 1
OCc1ccc(-c2cnc3c(NCc4ccco4)nccn23)cc1 | -0.5 | -4 | -1.1 | -52
COC(=O)c1ccccc1NC(=O)c1nn2c(C(F)(F)F)cc(-c3ccc(Br)o3)nc2c1Br | 0.1 | 1 | -1.0 | 7
c1ccc2[nH]c(SCc3ccc4nsnc4c3)nc2c1 | 0.0 | 9 | -3.1 | -41
COc1ccc(OC)c(NC=C2C(=O)OC(C)(C)OC2=O)c1 | 0.0 | 8 | -1.3 | -12
Cc1noc(C)c1S(=O)(=O)N(CC(=O)Nc1cccc(F)c1)c1ccc(C(C)C)cc1 | 0.8 | 15 | -1.5 | -6
c1cnc(Nc2nc(NCCN3CCOCC3)c3ncn(-c4ccsc4)c3n2)nc1 | -0.1 | -18 | 1.0 | 7
CCOc1cc(/C=C/C(=O)OC)ccc1OCC(N)=O | 0.0 | 0 | 0.1 | -6
C=CCN(CC=C)C(=O)Nc1ccc(C(C)=O)cc1 | 0.0 | 26 | 3.3 | -8
CC1C=CCC2C(=O)N(c3cccc(C(=O)N4CCN(c5ccc(F)cc5)CC4)c3)C(=O)C12 (configuration not stated) | 0.4 | 20 | 0.5 | -3
COc1ccccc1-c1cc(C(=O)N/N=C/c2ccc(O)cc2)[nH]n1 | -0.1 | -5 | 1.8 | 5
N#Cc1c(-c2ccc3c(c2)OCO3)c(C#N)c(=O)n(N)c1N | -0.1 | 11 | 2.2 | 2
O=C1CC(c2ccccc2)Cc2nc3nc4ccccc4n3cc21 (configuration not stated) | -0.1 | 2 | 0.6 | 5
N#CCOc1ccc(C2NC(=O)c3ccccc3N2)cc1 (configuration not stated) | 0.1 | -1 | 1.5 | -11
Cc1cccc(NC(=O)c2ccc(C(F)F)o2)c1N1CCC2(CC1)OCCO2 | 0.0 | -6 | 0.5 | 8
CC1CCN(S(=O)(=O)N2CCC(C(=O)NCCN3CCOCC3)CC2)CC1 | 0.2 | -6 | 0.4 | 2
O=C(O)c1cc2c(=O)[nH]c3ccccc3c2s1 | 0.0 | 5 | -1.2 | 8
CCCCNCCCCCOc1ccc([N+](=O)[O-])cc1 | 1.3 | 22 | 1.1 | 1
CCOc1cc(C)c(Cl)cc1S(=O)(=O)n1ccnc1C | -0.2 | 8 | 0.8 | 1
COc1ccc(CN2CCCN(Cc3ccc(OC)cc3)C2c2c(OC)ccc3ccccc23)cc1 | -0.1 | -3 | 0.6 | 10
COc1ccc(CCN2C(=O)C3CC=CCC3C2=O)cc1OC (configuration not stated) | -0.1 | 8 | 1.4 | 0
CCOC(=O)c1ccc(NC(=O)c2ccc(S(=O)(=O)N3CCCCC3C)cc2)cc1 (configuration not stated) | 0.3 | 6 | -0.2 | 0
O=C(/C=C/c1ccco1)NC(=S)NNC(=O)c1cccnc1 | -0.7 | 17 | 0.7 | -2
